RmlCD inh 1536: inhibitors of Mycobacterium tuberculosis RmlC and RmlD coupled enzymes | inhibition, % at 3.6 µM | RmlC+RmlD coupled enzyme assay, percent inhibition; primary screen in compound mixtures | actives 0.03% (n = 160,000) | AID 1533; in the data active = inhibition mostly above about 34%, no sharp cut-off; also: some results filed as inactive read as strong as hits
Target sequence (P9WH09 whole entry, looked up): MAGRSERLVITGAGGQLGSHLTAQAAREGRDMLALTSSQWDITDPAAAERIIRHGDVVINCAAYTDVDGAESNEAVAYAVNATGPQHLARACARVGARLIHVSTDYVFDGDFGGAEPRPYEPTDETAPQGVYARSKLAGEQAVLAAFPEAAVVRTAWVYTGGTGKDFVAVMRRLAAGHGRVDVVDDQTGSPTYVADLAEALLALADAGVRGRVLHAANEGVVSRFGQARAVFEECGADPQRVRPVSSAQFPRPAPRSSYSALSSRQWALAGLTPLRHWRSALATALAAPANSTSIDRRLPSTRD
Target sequence (P9WH11 whole entry, looked up): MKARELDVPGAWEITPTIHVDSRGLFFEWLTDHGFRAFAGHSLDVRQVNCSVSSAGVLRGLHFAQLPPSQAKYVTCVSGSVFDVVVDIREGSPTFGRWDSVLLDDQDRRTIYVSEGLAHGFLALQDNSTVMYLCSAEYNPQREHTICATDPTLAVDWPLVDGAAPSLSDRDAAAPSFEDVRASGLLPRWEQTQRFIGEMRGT
GlmU inhibition: inhibition of mycobacterial GlmU enzyme – biochemical, glucosamine-1-phosphate acetyltransferase (AID 1376); M. tuberculosis GlmU acetyltransferase enzyme assay; higher % means a stronger effect; inhibition, %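 (tested at 30 µM in the primary screen)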, or IC50 in µM where a hit was titrated; actives 0.25% (n = 220,000); in the data active = inhibition above about 13%;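 also: 0% = complete reaction with vehicle and 100% = reaction without substrate; strong numbers were not always called active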
* = called active by the depositor; / = not tested or not shown. The list is partial (hit frequency here may not be typical).

SMILES	RmlCD inh 1536	GlmU inhibition
CCOc1ccc(OCC)c(NC(=O)CN2CCN(CC)CC2)c1	/	2.1%
O=C(c1ccc2c(c1)OCO2)N1CCC2(CC1)Oc1ccc(F)cc1C(=O)C21CC(c2ccccc2)=NO1 (stereo unspecified)	7	5.1%
CCOc1ccccc1OCCn1nnc2ccccc21	0	1.0%
COc1cccc(/C=C/C(=O)c2ccc[nH]2)c1	9	/
C/C(CC(=O)Nc1cccc2c1CCCC2)=N\NC(=O)COc1ccccc1	/	-7.3%
CCCOc1ccc(CSCCNC(=S)Nc2ccccc2)cc1	-11	-1.3%
Cc1ccc(-c2[nH]nc(N)c2N=Nc2cccc(Cl)c2C)cc1	-7	1.2%
Cc1ccc(S(=O)(=O)NCC(=O)NCC(=O)OCc2c(F)cccc2Cl)cc1	/	5.8%
Cc1sc2ncnc(Nc3ccc(O)cc3)c2c1C	-10	5.5%
COCCCNC(=O)c1cc(C(=O)Cc2ccccc2)c[nH]1	-2	1.0%
CC(OC(=O)c1ccncc1)C(=O)Nc1cccc(Cl)c1 (stereo unspecified)	/	5.8%
CCC(=O)c1ccc(OCC(O)CN2CCN(c3ccc(F)cc3)CC2)cc1 (stereo unspecified)	/	2.0%
CCOc1c2ccoc2nc2c(OC)c(OC)ccc12	5	3.6%
CNc1oc(Cc2ccccc2)nc1S(=O)(=O)c1ccc(Cl)cc1	8	2.4%
CCN1C(=O)N(CC)C(O)(c2ccccc2)C1(O)c1ccccc1 (stereo unspecified)	7	-2.4%
Cc1cc(Nc2nn(C)c(N)c2C#N)ccc1F	/	5.0%
O=C(Cn1cncn1)NCCC(c1ccccc1)c1ccccc1	0	2.0%
COc1ccc(S(=O)(=O)Nc2c(C)c(C)cc3c2ncn3C)cc1	-1	/
COc1ccc(C(=O)N2CCN(c3ncnc4c(-c5ccccc5)nsc34)CC2)cc1	9	/
CNC(=O)CSCc1c(Cl)cccc1Cl	/	-7.3%
CCOc1cc(C2C(C#N)=C(N)OC(C)=C2C(C)=O)cc(Br)c1O (stereo unspecified)	10	4.1%
COc1cccc(/C=N/NC(=O)CCn2cnc3ccccc32)c1	1	0.8%
Cc1ccc(SCC(=O)Nc2nccs2)cc1	6	0.5%
O=C(COc1ccccc1N1C(=O)C2C3C=CC(C3)C2C1=O)c1ccccc1 (stereo unspecified)	-10	4.1%
CCNc1cc2oc(=O)c(CN3CCOCC3)c(C)c2cc1C	-6	3.1%
Cc1cc(N2C(=O)C(O)=C(C(=O)c3ccc(C)o3)C2c2cccs2)no1 (stereo unspecified)	-3	9.0%
COc1ccc(N2C(=O)C(CN3CCN(C)CC3)C2c2ccccc2)cc1 (stereo unspecified)	22	-4.2%
COc1cc(/C=N/n2cnnc2)ccc1OC(=O)c1ccco1	/	-3.9%
O=C(COc1ccc(/C=N/NC(=O)C(=O)N2CCCCCC2)cc1)Nc1ccccc1Cl	-7	-3.8%
CCc1cc[n+](CC(=O)Nc2ccc(Cl)cc2Cl)cc1	7	0.0%
Cc1ccc(Cn2c(SCC(=O)NCc3ccco3)nc3ccsc3c2=O)cc1	7	0.5%
Cc1ccc(Nc2ncc3c(n2)CC(C)(C)CC3=O)cc1	-15	-1.9%
COc1ccc(-n2c(SCC(=O)N3CCCCC3)nnc2-c2cccnc2)cc1	/	2.9%
N#CCN1CCN(CC(=O)Nc2cccc3ccccc23)CC1	19	1.7%
Cc1nn2c(N3CCCC3)c3c(nc2c1-c1ccccc1)CCC3	4	-3.6%
CCS(=O)(=O)Nc1ccc(C2=NN(C(=O)c3ccco3)C(c3cccc(F)c3)C2)cc1 (stereo unspecified)	-8	-11%
CCOc1ccc(CCNC(=O)C2CCC(=O)N2C2CCCCC2)cc1OCC (stereo unspecified)	/	-10%
CCOC(=O)c1cc(-c2cccc([N+](=O)[O-])c2)on1	1	-0.3%
COc1ccc(-c2cc3ccccc3oc2=O)cc1NC(=O)c1ccc(Br)o1	12	0.5%
COc1ccc(C(=O)NC(=S)N2CC(C)OC(C)C2)cc1OC (stereo unspecified)	-7	0.1%
COc1cc(-c2nc3ccc4ccccc4c3c3c2CCC3)cc(OC)c1OC	6	-4.3%
CCOC(=O)c1c(C)oc2ccc(OC(=O)COc3c(F)c(F)c(F)c(F)c3F)cc12	/	0.6%
CCOC(=O)C1CCCN(C(=O)CC(c2ccccc2)c2ccccc2)C1 (stereo unspecified)	/	1.0%
CCOC(=O)c1ccc(-n2c(CN3CCN(CCO)CC3)nc3ccc([N+](=O)[O-])cc3c2=O)cc1	9	-5.8%
O=C(Oc1cccc(O)c1)C1CCCCC1	4	-1.1%
O=C(N/N=C/c1ccc(-c2ccc([N+](=O)[O-])cc2)o1)c1cccnc1	7	7.6%
O=C(CSc1ncn[nH]1)c1ccc(OC(F)F)cc1	-8	3.7%
CC(C)(C)c1ccc2c(c1)OCC(C(=O)O)O2 (stereo unspecified)	3	0.3%

Grouped by structure: the entries above with a thiophene ring, fused or not (three)
SMILES	RmlCD inh 1536	GlmU inhibition
Cc1sc2ncnc(Nc3ccc(O)cc3)c2c1C	-10	5.5%
Cc1cc(N2C(=O)C(O)=C(C(=O)c3ccc(C)o3)C2c2cccs2)no1 (stereo unspecified)	-3	9.0%
Cc1ccc(Cn2c(SCC(=O)NCc3ccco3)nc3ccsc3c2=O)cc1	7	0.5%

Back to the main list, repeating the 3 entries before the break.
SMILES	RmlCD inh 1536	GlmU inhibition
O=C(N/N=C/c1ccc(-c2ccc([N+](=O)[O-])cc2)o1)c1cccnc1	7	7.6%
O=C(CSc1ncn[nH]1)c1ccc(OC(F)F)cc1	-8	3.7%
CC(C)(C)c1ccc2c(c1)OCC(C(=O)O)O2 (stereo unspecified)	3	0.3%
CS(=O)(=O)c1ccc(Cl)c(NC(=O)COC(=O)CNC(=O)c2ccc(Br)o2)c1	6	-4.6%
CCOC(=O)C1=C(C)Nc2ncnn2C1c1ccccc1F (stereo unspecified)	/	-0.3%
Cc1ccc(CS(=O)(=O)CCC(=O)NCCN(C)Cc2ccccc2)cc1	-3	4.0%
CCOc1ccccc1N(C(=O)Nc1cccc(Cl)c1)C1=NC(C)CS1 (stereo unspecified)	-3	0.0%
Cc1nc(-c2ccccc2)sc1C1(C)CC(c2ccc(C#N)cc2)=NO1 (stereo unspecified)	/	0.4%
CN(C)CCOC(=O)c1cccc(Br)c1	/	1.9%
C/C=C(/C)C(=O)Nc1cccc(C2=NOC3(C2)C[C@H](C(N)=O)N(C(=O)c2ccc(Cl)cc2)C3)c1 (stereo partly specified)	-2	3.4%
CCCOC(=O)c1ccc(OC(=O)c2ccco2)cc1	/	6.5%
CCCC(=O)Nc1ccc(C(=O)NN2C(=O)c3ccccc3C2=O)cc1	7	-3.3%
CC(C)(C)Nc1nc(SCc2ccccc2)nc(N2CCOCC2)n1	-7	8.2%
CCC(=O)OC1c2ccccc2C(=O)N1Cc1ccccc1 (stereo unspecified)	-8	2.8%
COc1ccc(S(=O)(=O)N2CCN(c3ccccc3OC)CC2)cc1OC	/	-3.0%
COc1ccc(OC)c(C2C(C(C)=O)=C(O)C(=O)N2Cc2cccnc2)c1 (stereo unspecified)	4	1.4%
O=C(c1ccc2ccccc2c1)c1c[nH]cc1-c1ccccc1	/	1.8%
CC(=O)N1CC=C2C(C#N)=C(N)C(C#N)(C#N)C(C)C2C1 (stereo unspecified)	/	-0.9%
CCCN1CCN(C(=O)CCCNC(=O)Cn2cnc3sc(C)c(C)c3c2=O)CC1	7	-5.5%
CC(C)C(=O)Nc1cccc(-c2cn3ccsc3n2)c1	/	4.0%
OC1CCCN(Cc2c3ccccc3cc3ccccc23)C1 (stereo unspecified)	/	-1.8%
CN(C)c1ccc(NC(=O)CN2CCN(CC(=O)Nc3ccc(F)cc3)CC2)cc1	/	-6.5%
O=C(CSc1n[nH]c(-c2cccnc2)n1)Nc1ccnc2ccccc12	0	3.2%
CCOC(=O)CSc1nnc(C2CCCCC2)n1C	-8	2.8%
O=C(NC1=NCCS1)c1cc(-c2cccc(Br)c2)nc2ccccc12	4	-9.5%
O=C(c1cnn2ccccc12)N1CCc2ccccc21	/	7.9%
O=C(O)c1cccc2c1C(=O)N(C1CCCCC1)C2	-11	2.8%
CC(C)(C)c1ccc(C(=O)NNc2cc(Cl)cc(Cl)c2)cc1	-1	1.0%
CCOC(=O)NCc1ccc2c(c1)cc(C)n2C	-1	4.3%
O=C1/C(=C/c2ccccn2)SC(=S)N1Cc1ccccc1	6	6.7%
Cc1cc(C)n(/N=C/c2cccc(O)c2)c(=O)c1C(N)=O	/	-5.2%
C=C(C)CNC(=S)N/N=C(\C)c1ccc(Cl)s1	4	-1.8%
COc1ccccc1-c1nnc(SCC(=O)Nc2ccc(Cl)cc2Cl)o1	9	-4.8%
O=C(NN=C1C2CC3CC(C2)CC1C3)c1cccs1	/	-1.5%
COc1ccc(CCN(Cc2cc3cccc(C)c3[nH]c2=O)C(=O)N2CCCC2)cc1OC	/	6.1%
O=C(N/N=C/c1ccccc1)c1ccco1	8	-2.9%
CN(C)c1ccc(C(c2nnnn2C(C)(C)C)N2CCN(C(=O)c3ccco3)CC2)cc1 (stereo unspecified)	-9	-1.5%
CC(C)CCOC(=O)C1C(c2ccccc2)C(C(=O)O)C1c1ccccc1 (stereo unspecified)	-14	5.2%
COc1ccccc1C/C(N)=N/OC(=O)COc1ccccc1C	8	-4.2%
O=C1N/C(=C/c2ccc(N3CCOCC3)o2)C(=O)N1c1ccccc1	19	4.6%
Cc1ccccc1NC(=O)C(=O)Nc1ccccc1C	12	/
CCCn1c(C)cc(C(=O)CSc2nc3nc(C)cc(C)n3n2)c1C	3	1.4%
O=C(C[n+]1cc(-c2ccc(F)cc2)n2c1CCC2)OCc1ccccc1	-33	-2.0%
Cc1cc(C)n(-c2nc3sc4c(c3c(=O)[nH]2)CCCC4)n1	14	/
O=C(O)/C=C/c1cn(-c2ncc(C(F)(F)F)cc2Cl)c2ccccc12	/	-6.1%
O=C(NC(=S)N1CCN(C/C=C/c2ccccc2)CC1)c1ccc(Cl)nc1	10	-1.2%
Cc1cc(C(=O)OCC(=O)Nc2cc(S(=O)(=O)N(C)C)ccc2C)c(C)o1	/	-7.8%
Cn1c(=O)c2c(ncn2CC(=O)N2CCN(c3cccc(Cl)c3)CC2)n(C)c1=O	-4	-1.7%
O=C(COc1ccccc1)Nc1cccc2nsnc12	-3	-3.3%
COc1ccc(S(=O)(=O)Nc2cc3c(cc2C(C)=O)OCO3)cc1	-8	-4.0%
Cn1cc(C(=O)Nc2ccc(F)c(F)c2)cn1	0	2.4%

The list goes on, starting with the last four of the part before.
SMILES	RmlCD inh 1536	GlmU inhibition
Cn1c(=O)c2c(ncn2CC(=O)N2CCN(c3cccc(Cl)c3)CC2)n(C)c1=O	-4	-1.7%
O=C(COc1ccccc1)Nc1cccc2nsnc12	-3	-3.3%
COc1ccc(S(=O)(=O)Nc2cc3c(cc2C(C)=O)OCO3)cc1	-8	-4.0%
Cn1cc(C(=O)Nc2ccc(F)c(F)c2)cn1	0	2.4%
O=C(/C=C/c1ccc(Br)cc1)NC(=O)c1ccccc1O	-12	1.3%
CN(C)c1cccc(C(=O)OCC(=O)N2CCc3ccccc3C2)c1	15	-9.1%
CC1(C)CC2(CCO1)OC(=O)CC2C(=O)Nc1ccc(Br)cc1 (stereo unspecified)	-7	-6.3%
CSCCC(NC(=O)c1cc(C)oc1C)C(=O)O (stereo unspecified)	-11	1.6%
O=C(c1cccc(N2C(=O)C3CC=CCC3C2=O)c1)N1CCCCCC1 (stereo unspecified)	3	6.2%
Cn1c(/C(C#N)=C/c2cccc(O)c2)nc2ccccc21	0	-4.1%
COc1ccc(OC)c(-c2nnc(NC(=O)C(C)Sc3nncn3C)s2)c1 (stereo unspecified)	/	-2.1%
CCOC(=O)Cn1c(=O)oc2cc(S(=O)(=O)N(C)Cc3ccccc3)ccc21	-10	-2.2%
Cc1oc(/N=C/c2c(O)ccc3ccccc23)c(C#N)c1C	/	-4.7%
Cc1ccc(NC(=O)c2sccc2C)cc1S(=O)(=O)N(C)C	-12	-2.6%
COCC(=O)Nc1cc(C(=O)NCC(C)C)ccc1Cl	4	-5.6%
CCCNC(=O)CCC(=O)Nc1ncc(-c2ccc(C)cc2)n1C	/	5.4%

Part of the list above, set out differently.
Molecule | RmlCD inh 1536 | GlmU inhibition
Cc1nn2c(N3CCCC3)c3c(nc2c1-c1ccccc1)CCC3 | 4 | -3.6%
CCS(=O)(=O)Nc1ccc(C2=NN(C(=O)c3ccco3)C(c3cccc(F)c3)C2)cc1 (stereo unspecified) | -8 | -11%

Next records follow.
SMILES	RmlCD inh 1536	GlmU inhibition
COC(=O)C1=C(c2ccc(S(C)(=O)=O)cc2)C[C@@H]2CC[C@H]1N2C(=O)NCc1ccc(C(F)(F)F)cc1	/	-1.7%
COc1ccc(NC(=S)N2N=CCC2c2ccccc2)cc1 (stereo unspecified)	0	1.3%
COc1ccc(-c2csc(/C=C/c3ccc4c(c3)OCO4)n2)cc1OC	-5	0.4%
Cn1nc(C(C)(C)C)c(NC(=O)c2cccs2)c1C(C)(C)C	-9	/
CC1CCN(S(=O)(=O)c2ccc(NC(=O)Cc3cccs3)cc2)CC1	1	5.3%
O=S(=O)(c1ccc(N2CCN(Cc3ccc4c(c3)OCO4)CC2)nc1)N1CCOCC1	1	0.9%
S=C(Nc1ccc2cn[nH]c2c1)Nc1ccccc1Cl	/	1.8%
CC(C)COc1ccc(C(=O)OCCN2CCOCC2)c(O)c1	/	2.8%
COc1ccc(S(=O)(=O)N2CCCCCC2)cc1C(=O)OCC(=O)NC(N)=O	/	1.0%

Source: PubChem (several laboratories)
